# Screening results as filed in PubChem BioAssay.
# PostGolgi yeast = growth inhibition of a yeast mutant, post-Golgi transport screen; post-Golgi transport phenotypic cell assay; inhibition, % at 10 µM; actives 0.9% (n = 98,000);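 note: yeast cells grown in 1536-well plates; yeast grown about 18 h at 30C before absorbance read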
# S1P2 agonist = activates the human S1P2 receptor. AID 729. actives 0.46% (n = 97,000). O95136. S1P2-expressing cell line, agonist reporter read-out. activation, % at 4.5 µM; in the data active = activation above about 16%;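 note: 0% = vehicle low control and 100% = maximal reference agonist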
# EphB4 antag = blocks human EphB4 binding to ephrin-B2 | inhibition, % at 7 µM | P54760 | actives 0.15% (n = 97,000) | EphB4 LBD / TNYL-RAW-Alexa532 peptide, fluorescence polarization;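 active = inhibition above the screen-wide mean inhibition plus 3 SD, cut at about 15% in these data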;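 note: 0% = DMSO wells and 100% = excess unlabeled TNYL-RAW peptide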
# Target sequence (P54760 whole entry, looked up, the tested form may be a part): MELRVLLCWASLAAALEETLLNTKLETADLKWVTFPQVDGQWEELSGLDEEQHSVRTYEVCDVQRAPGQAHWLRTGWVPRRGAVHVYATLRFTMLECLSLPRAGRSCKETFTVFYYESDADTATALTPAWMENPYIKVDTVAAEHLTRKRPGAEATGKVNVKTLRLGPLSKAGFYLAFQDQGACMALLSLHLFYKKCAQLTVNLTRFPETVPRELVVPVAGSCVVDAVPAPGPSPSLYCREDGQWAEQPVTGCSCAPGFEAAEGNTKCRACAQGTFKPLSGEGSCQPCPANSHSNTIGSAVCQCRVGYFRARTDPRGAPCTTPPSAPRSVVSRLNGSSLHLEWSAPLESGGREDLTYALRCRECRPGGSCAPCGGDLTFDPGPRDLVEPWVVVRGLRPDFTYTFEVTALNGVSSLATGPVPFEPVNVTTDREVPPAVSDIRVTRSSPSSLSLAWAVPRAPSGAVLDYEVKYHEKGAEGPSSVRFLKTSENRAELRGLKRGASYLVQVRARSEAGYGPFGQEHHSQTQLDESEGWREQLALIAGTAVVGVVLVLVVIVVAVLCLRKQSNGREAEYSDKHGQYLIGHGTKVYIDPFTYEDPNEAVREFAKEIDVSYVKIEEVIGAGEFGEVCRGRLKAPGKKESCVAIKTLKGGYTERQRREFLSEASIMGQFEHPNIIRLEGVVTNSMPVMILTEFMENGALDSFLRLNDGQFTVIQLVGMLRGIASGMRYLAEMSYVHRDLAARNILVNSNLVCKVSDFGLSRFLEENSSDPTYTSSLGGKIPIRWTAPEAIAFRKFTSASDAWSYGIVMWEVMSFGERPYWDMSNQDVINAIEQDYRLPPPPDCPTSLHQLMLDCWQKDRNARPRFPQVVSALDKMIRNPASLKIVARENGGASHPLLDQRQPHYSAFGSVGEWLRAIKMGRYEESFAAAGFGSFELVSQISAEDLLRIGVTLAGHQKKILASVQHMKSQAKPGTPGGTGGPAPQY
# LYP act = activators of human LYP (PTPN22) phosphatase; recombinant LYP, DiFMUP fluorescence; 0 = plate median, 100 = signal doubled; Q9Y2R2; actives 0.11% (n = 96,000); activation, % at 2 µM;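 active = activation at 2 µM above a set limit, the mean plus 5 SD, cut at about 37% in these data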
# PostGolgi ctrl = yeast control strain growth, post-Golgi counter-screen | efflux-deficient yeast background strain, growth absorbance A615, 16 h | inhibition, % at 10 µM | actives 5% (n = 98,000)
# S1P2 blocker = S1P2 (human) receptor antagonism | O95136 | cell-based S1P2 antagonist assay, inhibition at 5 uM | actives 0.21% (n = 97,000) | inhibition, % at 5 µM | AID 736; in the data active = inhibition above about 45%;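 note: CRE beta-lactamase reporter cells expressing human S1P2 stimulated with S1P; 0% = agonist at EC80 alone and 100% = agonist plus reference antagonist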
# HIV Rev-RRE inh = HIV Rev-RRE protein-RNA interaction inhibition; Rev peptide-RRE RNA binding, FRET; actives 0.79% (n = 97,000); P05866; AID 704; inhibition, % at 8 µM;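 active = inhibition above the screen-wide mean plus 3 SD, cut at about 35% in these data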;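 note: 0% = median DMSO wells and 100% = median Neomycin B control wells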
# Target sequence (P05866 whole entry, looked up): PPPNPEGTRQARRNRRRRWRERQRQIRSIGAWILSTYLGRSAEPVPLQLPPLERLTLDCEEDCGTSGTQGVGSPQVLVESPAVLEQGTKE
#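 System: Cy5-labelled duplex RRE RNA binding fluorescein-labelled HIV Rev peptide; Signal: fluorescein-to-Cy5 FRET, 480 nm excitation; Also added: labelled Rev peptide; Compound: one concentration, 8 µM nominal; Buffer or medium: HEPES pH 7.5 salt buffer with EDTA; Read-out: % inhibition of FRET ratio versus controls; Schedule: 5 min preincubation and 15 min binding, 25 °C.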
# LYP inh 2 = LYP (human) phosphatase inhibition; Q9Y2R2; recombinant LYP catalytic domain, DiFMUP fluorescence; inhibition, % at 2 µM; actives 0.21% (n = 96,000); AID 640;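 active = inhibition at 2 µM at or above a set limit, the screen mean plus 3 SD, cut at about 24% in these data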;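 note: 0% = DMSO with enzyme and 100% = enzyme fully blocked by orthovanadate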
# FAK inh = inhibitors of human focal adhesion kinase; biochemical FAK kinase activity assay; inhibition, %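 (tested at 7 µM)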; actives 0.84% (n = 97,000); AID 727; in the data active = inhibition above about 19%;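 note: 0% = DMSO and 100% = reference compound high control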
# The depositor's hits bear a star; . = no result given. Cut-off read from the data, not from the text of the source, unless noted: active = inhibition above about 30%; inactive = the rest.
# Sample of the layout (six entries):
cpd	Compound	PostGolgi yeast	S1P2 agonist	EphB4 antag	LYP act	PostGolgi ctrl
1	Cn1c(=O)cc(SCC(=O)NCCCN2CCN(c3ccccc3F)CC2)c2ccccc21	5	-3	-11	5	4
2	Cc1c(C)n(CC(O)CN2CCCCCC2)c2ccccc12 (stereo not drawn)	0	-3	3	-6	-7
3	Cc1ccc(C)c(N2CCN(C(=O)C3CCCCN3S(=O)(=O)c3ccc(F)cc3)CC2)c1 (stereo not drawn)	14	1	0	-6	11
4	COC(=O)c1ccccc1NC(=O)NCc1ccco1	5	-3	-6	4	-7
5	O=C(O)C1CCC(=O)N(C2CC2)C1c1ccccc1 (stereo not drawn)	12	-4	5	9	-4
6	Cc1cccc(NC(=S)NNC(=O)c2ccco2)c1	3	-5	3	10	-3

cpd	S1P2 blocker	HIV Rev-RRE inh	LYP inh 2	FAK inh
1	-8	7	-8	-7
2	11	-2	3	-2
3	-1	3	3	0
4	-7	2	-9	-2
5	18	12	-7	-1
6	12	4	-5	-2

# This part in full, from the start:
cpd	Compound	PostGolgi yeast	S1P2 agonist	EphB4 antag	LYP act	PostGolgi ctrl
1	Cn1c(=O)cc(SCC(=O)NCCCN2CCN(c3ccccc3F)CC2)c2ccccc21	5	-3	-11	5	4
2	Cc1c(C)n(CC(O)CN2CCCCCC2)c2ccccc12 (stereo not drawn)	0	-3	3	-6	-7
3	Cc1ccc(C)c(N2CCN(C(=O)C3CCCCN3S(=O)(=O)c3ccc(F)cc3)CC2)c1 (stereo not drawn)	14	1	0	-6	11
4	COC(=O)c1ccccc1NC(=O)NCc1ccco1	5	-3	-6	4	-7
5	O=C(O)C1CCC(=O)N(C2CC2)C1c1ccccc1 (stereo not drawn)	12	-4	5	9	-4
6	Cc1cccc(NC(=S)NNC(=O)c2ccco2)c1	3	-5	3	10	-3
7	O=C(O)c1ccccc1-c1ccccc1C(=O)Nc1ccccc1	5	-5	-4	12	14
8	Cc1cccc(-c2nnn(Cc3nnc(NC(=O)c4ccccc4)s3)n2)c1	2	-6	1	-8	-1
9	O=S1(=O)CCC(NS(=O)(=O)c2cccc3cccnc23)C1 (stereo not drawn)	4	-2	6	0	3
10	CCOCCCNC(=O)c1ccc(OC)cc1	19	-5	-2	-2	7
11	CC1CCCN(Cc2nc3c(c(=O)n(C)c(=O)n3C)n2CCCc2ccccc2)C1 (stereo not drawn)	5	-3	-4	-5	14
12	O=C(NCc1ccc2c(c1)OCO2)c1cccc2c1C(=O)N(C1CCCCC1)C2	4	-3	3	-11	14

cpd	S1P2 blocker	HIV Rev-RRE inh	LYP inh 2	FAK inh
1	-8	7	-8	-7
2	11	-2	3	-2
3	-1	3	3	0
4	-7	2	-9	-2
5	18	12	-7	-1
6	12	4	-5	-2
7	12	4	-6	-2
8	7	11	13	0
9	9	9	-4	-1
10	4	11	1	0
11	-4	3	8	0
12	-4	9	10	0

# Next part:
cpd	Compound	PostGolgi yeast	S1P2 agonist	EphB4 antag	LYP act	PostGolgi ctrl
13	CCC(=O)Nc1ccc(C(=O)CSc2nnc(-c3cccnc3)o2)cc1	-4	-4	2	-3	6
14	COC(=O)c1cc(C(=O)OC)cc(N2C(=O)CN=C2Nc2nc(C)cc(C)n2)c1	6	-2	-7	-10	0
15	COc1cccc(N2CCN(C(=O)c3[nH]c(C)c(C(C)=O)c3C)CC2)c1	20	-3	8	-11	-4
16	C=CCNc1nc(SC)nc2ccsc12	-7	-2	2	7	4
17	CCn1nc(NC(=O)c2ccccn2)c2cc3cccc(C)c3nc21	2	19*	0	5	12
18	COC(=O)CCC(=O)COc1ccc(OC)cc1C#N	1	-10	7	-2	6
19	COc1ccccc1C(=O)NC(CCSC)C(=O)NCC(c1ccco1)N(C)C (stereo not drawn)	2	-1	0	-7	8
20	CCSc1nnc(NC(=O)CSc2nccn2-c2cccc(C)c2C)s1	-5	-5	-1	2	17
21	N#CCSc1nnc(Nc2ccccc2)s1	2	-1	3	11	-8
22	O=C(NC(=S)Nc1cc(Cl)ccc1N1CCOCC1)c1ccc(-c2cccc(Cl)c2)o1	-4	-4	-2	-12	-9
23	Cc1c(Cl)ccc2c1NC(=O)C21NC(CCC(N)=O)[C@H]2C(=O)N(c3ccc(Cl)cc3)C(=O)[C@H]21 (stereo partly drawn)	1	-5	-9	-7	9
24	Cc1ccc(S(=O)(=O)CCc2ccccn2)cc1	-9	-4	6	-7	-3

cpd	S1P2 blocker	HIV Rev-RRE inh	LYP inh 2	FAK inh
13	7	12	0	11
14	9	3	10	-1
15	-3	3	9	4
16	-32	-2	-4	13
17	-33	11	-4	-1
18	11	1	3	1
19	3	0	4	-1
20	-18	4	-1	2
21	10	12	-13	2
22	-1	2	16	3
23	-8	7	4	2
24	9	1	2	-2

# Later entries.
cpd	Compound	PostGolgi yeast	S1P2 agonist	EphB4 antag	LYP act	PostGolgi ctrl
25	C=CCc1ccccc1OCC(O)CN(C(C)C)C(C)C (stereo not drawn)	6	-7	-7	6	-3
26	COc1ccc(N2C(=O)CC(n3c(CCCCO)nc4ccccc43)C2=O)cc1 (stereo not drawn)	-2	-3	-6	-7	-4
27	COc1ccccc1N(CC(=O)NCc1cccnc1)S(C)(=O)=O	-1	-5	2	1	-1
28	C=C(C)CN(CC)CCC(=O)Nc1ccc(OC)cc1OC	4	-1	5	-15	-9
29	CCOc1ccc(-n2c(Cc3cc(=O)[nH]c(=O)[nH]3)nnc2SCC)cc1	2	-4	-4	0	21
30	COc1ccc(NC(=O)C2=C(C)C(=O)OC23CCC(C)CC3)cc1Cl (stereo not drawn)	-8	-1	-3	4	16
31	CCC(C)NS(=O)(=O)c1ccc(OCC(=O)NCc2ccc3c(c2)OCO3)cc1 (stereo not drawn)	-4	-9	-6	5	7
32	COCCn1c(SCC(=O)N2CCCC2)nnc1C(C)C	2	4	-11	6	9
33	COc1ccc(CCNC(=O)c2cnc3scc(C)n3c2=O)cc1OC	7	-5	0	-3	5
34	O=C(O)c1ccc(NCc2cccnc2)cc1	-21	-1	-4	0	-6
35	COc1cc(/C=N/N2CCN(c3ccccc3OC)CC2)ccc1O	-2	-7	-12	-4	11
36	COCCNC(=O)CNC(=O)c1nn(-c2ccc(OC)c(Cl)c2)c(=O)c2ccccc12	-8	-2	3	5	-3

cpd	S1P2 blocker	HIV Rev-RRE inh	LYP inh 2	FAK inh
25	-9	1	-8	1
26	-3	2	5	-2
27	10	7	-4	0
28	-7	1	15	0
29	4	9	0	-2
30	-8	16	-4	0
31	16	2	-2	-1
32	-4	4	-9	-8
33	12	1	2	0
34	5	8	-3	-2
35	2	-5	10	-5
36	2	9	-2	-2

# Limited to S1P2 agonist and FAK inh (5 entries from above):
nr	smiles	S1P2 agonist	FAK inh
31	CCC(C)NS(=O)(=O)c1ccc(OCC(=O)NCc2ccc3c(c2)OCO3)cc1 (stereo not drawn)	-9	-1
32	COCCn1c(SCC(=O)N2CCCC2)nnc1C(C)C	4	-8
33	COc1ccc(CCNC(=O)c2cnc3scc(C)n3c2=O)cc1OC	-5	0
34	O=C(O)c1ccc(NCc2cccnc2)cc1	-1	-2
35	COc1cc(/C=N/N2CCN(c3ccccc3OC)CC2)ccc1O	-7	-5

# Continuation.
cpd	Compound	PostGolgi yeast	S1P2 agonist	EphB4 antag	LYP act	PostGolgi ctrl
37	CCCc1nnc2n1N=C(c1ccc(OC)c(OC)c1)CS2	6	9	0	17	7
38	O=C(Nc1nccs1)c1ccc(S(=O)(=O)N2CCCCC2)cc1	-2	-5	5	-4	13
39	COc1ccc(S(=O)(=O)N2CCCCCC2)cc1C(=O)OCc1c(C)noc1C	16	-7	1	6	15
40	COC(=O)c1ccc(NC(=O)CSc2nncn2C)cc1	-1	-6	3	-3	3
41	C(=C\c1ccccc1)/CN1CCN(Cc2ccc3c(c2)OCCO3)CC1	10	-2	-9	-1	14
42	O=C(CNC1CCCCCC1)Nc1ccccc1N1CCCCC1	2	0	6	-8	11
43	CCCn1c(SCC(=O)Nc2c(CC)cccc2CC)nnc1C(C)C	18	-8	-3	0	7
44	COc1ccc(N2CCN(CC(O)COc3ccc4c(c3)CCC4)CC2)cc1 (stereo not drawn)	11	-7	12	-7	38*
45	CCOC(=O)c1[nH]c(C)c(C(=O)NCc2ccc(C)cc2)c1C	-9	-7	5	-17	0
46	CC(=O)Oc1ccc(N(C(C)=O)S(=O)(=O)c2cccs2)c2ccccc12	8	0	9	0	-4
47	Cc1cccc(C)c1NC(=O)N1CCC(n2cnc3ccccc32)CC1	14	-8	-4	-7	-4
48	Cc1csc(CCc2nc(C)cs2)n1	0	-6	-3	6	8

cpd	S1P2 blocker	HIV Rev-RRE inh	LYP inh 2	FAK inh
37	-24	6	-12	-2
38	30	8	1	12
39	-1	4	-9	-4
40	4	8	2	3
41	2	-1	-1	4
42	18	16	9	6
43	-12	-3	-2	-2
44	-4	-1	10	0
45	21	5	14	5
46	7	10	-1	-2
47	-10	1	5	3
48	-6	4	-6	0

# Next part
cpd	Compound	PostGolgi yeast	S1P2 agonist	EphB4 antag	LYP act	PostGolgi ctrl
49	O=C(NCCc1ccccc1F)[C@@H]1CSC2c3ccccc3C(=O)N21 (stereo partly drawn)	-9	-6	-8	4	2
50	O=C(NCc1ccccn1)C1CCN(Cc2cnn(-c3ccccc3)c2-n2cccc2)CC1	-5	-2	-1	1	2
51	CC(C)=C1SC(N2CCN(c3cccc(C(F)(F)F)c3)CC2)=NC1=O	5	-4	8	-4	5
52	Cc1ccnc(SCC(=O)n2c3c(c4ccccc42)CC(C)CC3)n1 (stereo not drawn)	-5	-2	-2	3	35*
53	CC1(C)CC(=O)C(C=NCCN2CCN(C(=S)Nc3ccc(F)cc3)CC2)=C(O)C1	0	-6	-4	-2	8
54	CCC(Sc1nc(N)cc(=O)[nH]1)C(=O)NC(C(=O)OC)c1ccccc1 (stereo not drawn)	-4	-4	-5	-5	-1
55	CCOc1ccc2c(c1)C(c1ccc(C)cc1)=NNC(c1ccc(C)cc1)=N2	.	-6	6	4	.
56	COc1ccc(CN(Cc2ccccn2)S(=O)(=O)c2ccc(-n3cnnn3)c(OC)c2)cc1	0	0	-10	11	-4
57	COc1ccc(OC)c(Nc2nc(-c3sc(NC(=O)c4ccccc4)nc3C)cs2)c1	-5	-1	2	13	-2
58	Cc1nn(C)c(C)c1C(=O)NN	0	-7	3	0	-9
59	Cc1cccc(NC(=O)CSc2nc(C)c(CC(=O)c3ccc(Br)cc3)c(C)c2C#N)c1C	-1	-1	0	-9	-10
60	CCC(C(=O)NC1CCCC1)N(Cc1cccs1)C(=O)Cn1nnc(-c2ccc(OC)c(OC)c2)n1 (stereo not drawn)	.	-3	-6	2	.

cpd	S1P2 blocker	HIV Rev-RRE inh	LYP inh 2	FAK inh
49	15	3	-7	-7
50	-13	1	-1	1
51	14	7	2	6
52	2	2	-1	2
53	-27	-8	7	-3
54	-10	1	5	-1
55	-15	-1	-4	-1
56	26	3	-11	1
57	13	4	-11	-9
58	7	7	0	-1
59	-4	11	8	1
60	-21	-2	-3	0

# Three entries drawn at random from those above, as already listed:
cpd	Compound	PostGolgi yeast	S1P2 agonist	EphB4 antag	LYP act	PostGolgi ctrl
50	O=C(NCc1ccccn1)C1CCN(Cc2cnn(-c3ccccc3)c2-n2cccc2)CC1	-5	-2	-1	1	2
52	Cc1ccnc(SCC(=O)n2c3c(c4ccccc42)CC(C)CC3)n1 (stereo not drawn)	-5	-2	-2	3	35*
56	COc1ccc(CN(Cc2ccccn2)S(=O)(=O)c2ccc(-n3cnnn3)c(OC)c2)cc1	0	0	-10	11	-4

cpd	S1P2 blocker	HIV Rev-RRE inh	LYP inh 2	FAK inh
50	-13	1	-1	1
52	2	2	-1	2
56	26	3	-11	1

# Rows are unselected. About 7% of those tested had a hit in this group.
